Pf gametocyte – inhibitors of late stage P. falciparum gametocyte viability | P. falciparum stage V gametocytes, ATP luminescence, 24 h | hit rate 0.065% among 150,000 | AID 743093 | inhibition, % at 10.9 µM;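 active = inhibition above the mean plus 3 SD of compounds within the control limits, set per campaign, cut at about 38% in these data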;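 also: 0% = DMSO wells and 100% = medium only without gametocytes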
RGS4-Gao reg – human RGS4-Galphao interaction regulation. P09471. Multiplexed bead flow cytometry, RGS4-Galphao binding; actives lie on both sides. binding response (% of control), % at 10 µM. hit rate 0.33% among 220,000. AID 1415; in the data active = binding response below about 49% or above about 150%; inactive = in between;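 also: fluorescent Galphao activated with aluminum fluoride binding bead-coupled RGS4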
Target sequence (P09471 whole entry, looked up): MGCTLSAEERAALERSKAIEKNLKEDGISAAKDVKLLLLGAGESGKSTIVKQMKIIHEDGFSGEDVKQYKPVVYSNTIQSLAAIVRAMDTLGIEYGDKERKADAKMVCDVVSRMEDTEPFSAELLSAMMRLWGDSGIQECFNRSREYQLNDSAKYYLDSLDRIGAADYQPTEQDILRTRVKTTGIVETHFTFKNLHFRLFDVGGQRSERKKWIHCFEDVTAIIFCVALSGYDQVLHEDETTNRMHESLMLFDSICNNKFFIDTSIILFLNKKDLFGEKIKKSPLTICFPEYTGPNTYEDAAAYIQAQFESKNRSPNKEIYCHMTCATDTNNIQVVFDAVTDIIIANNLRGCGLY
Avidin bead fluor – compound fluoresces at 488/530 nm on avidin beads; compound fluorescence 488/530 nm, flow cytometry; hits give high values; fluorescence (KMESF) at 10 µM; hit rate 0.38% among 220,000; in the data active = fluorescence above about 47; also: inactives centre near 10
RGS7-Gao – human RGS7-Galphao interaction regulation; Multiplexed bead flow cytometry, RGS7-Galphao binding; actives lie on both sides; binding response (% of control), % at 10 µM; hit rate 0.35% among 220,000; AID 1439; in the data active = binding response below about 49% or above about 150%; inconclusive = no clear call, values can overlap the other calls; inactive = in between;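 also: fluorescent Galphao held in activated GDP-AlF4 state binding bead-coupled RGS7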
ABCB1 block – blocks JC-1 efflux by human ABCB1 transporter; P08183; CCRF-Adr cells, flow cytometry; inhibition, % at 6.6 µM; hit rate 0.067% among 190,000; AID 1326; in the data active = inhibition above about 40%;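 also: 0% = vehicle and 100% = reference inhibitor; higher value means more JC-1 retained so stronger ABCB1 efflux block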
ABCG2 block – inhibitors of human ABCG2 transporter, ABCB1 counter-screen. hit rate 0.1% among 190,000. Q9UNQ0. IgMXP3 cells, JC-1 efflux, flow cytometry. inhibition, % at 6.6 µM;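 active = inhibition above 80%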;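 also: 0% = DMSO and 100% = nicardipine control wells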
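Test system: ABCG2 IgMXP3 and barcoded ABCB1 CCRF-Adr cell mix; Schedule: cells with compound and JC-1, 10 min at 25 °C, rotating, no wash; Technique: flow cytometry of retained JC-1 fluorescence; Measure: % inhibition of efflux relative to nicardipine and DMSO; Controls: nicardipine high and DMSO low controls.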
Mcl1 Noxa PPI – Mcl-1/Noxa interaction inhibition; Q07820; TR-FRET Mcl-1/Noxa peptide binding, 2 h; inhibition, % at 21.7 µM; hit rate 1.5% among 220,000;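 active = compounds that cut the protein-peptide binding signal by more than 50% relative to plate controls in a single-dose test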;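 also: His-tagged Mcl-1 with rhodamine Noxa BH3 peptide and terbium anti-His antibody; 0% = Mcl-1 plus Noxa peptide wells and 100% = peptide-only wells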
Target sequence (Q07820 whole entry, looked up): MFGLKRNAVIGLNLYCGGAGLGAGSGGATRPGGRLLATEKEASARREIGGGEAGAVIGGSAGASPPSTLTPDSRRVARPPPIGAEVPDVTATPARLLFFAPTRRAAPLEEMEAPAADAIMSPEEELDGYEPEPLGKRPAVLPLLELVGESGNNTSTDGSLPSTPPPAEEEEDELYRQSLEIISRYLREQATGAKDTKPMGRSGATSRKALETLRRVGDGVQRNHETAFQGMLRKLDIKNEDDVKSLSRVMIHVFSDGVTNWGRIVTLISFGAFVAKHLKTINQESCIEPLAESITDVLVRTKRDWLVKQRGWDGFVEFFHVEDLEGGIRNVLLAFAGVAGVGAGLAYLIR
GSH fluor – GSH bead compound fluorescence profile; GSH beads flow cytometry, compound fluorescence 488/530 nm; hits give high values; fluorescence (KMESF) at 10 µM; hit rate 0.25% among 190,000; in the data active = fluorescence above about 89;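 also: glutathione beads carrying GST-tagged Bcl family fusion proteins plus one bare bead set; values are compound well signal with DMSO vehicle wells as background; inactives centre near 16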
Mcl1 Bid PPI – Mcl-1/Bid interaction inhibition. Q07820. hit rate 0.97% among 220,000. inhibition, % at 21.7 µM. TR-FRET Mcl-1/Bid-Dy647 peptide binding, 1536-well;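 active = compounds that cut the binding signal by more than half at the single screening dose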;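 also: His-tagged Mcl-1 with europium anti-His antibody binding Bid BH3 peptide; 0% = Mcl-1 plus peptide wells and 100% = peptide-only wells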
Mcl-1 Bim block – human Bim-Mcl-1 interaction inhibition; Bead-based flow cytometry, Bim peptide-Mcl-1 binding; inhibition, % at 10 µM; hit rate 0.1% among 190,000; AID 1009; in the data active = inhibition above about 40%;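 also: 0% = no compound tracer wells and 100% = peptide blocker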
RGS8-Gao – modulates binding of RGS8 to human Galphao | multiplexed bead flow cytometry; actives lie on both sides | hit rate 0.34% among 220,000 | response (percent of control binding), % at 10 µM | AID 1423; in the data active = response below about 60% or above about 140%; inactive = in between;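 also: Galphao activated as the GDP aluminium fluoride complex binding bead-coupled RGS8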
Active calls of the source: *; ? = inconclusive; / = not tested or not shown. Not a hit list; overall some 3.3% were active at least once.

SMILES	Pf gametocyte	RGS4-Gao reg	Avidin bead fluor	RGS7-Gao	ABCB1 block	ABCG2 block	Mcl1 Noxa PPI	GSH fluor	Mcl1 Bid PPI	Mcl-1 Bim block	RGS8-Gao
COc1ccc(NC(=O)CC2Oc3ccc(C)cc3NC2=O)cc1 (stereo not given)	/	104	7	101	-2.4	-1	16	25	-2	2	103
CCC(C(=O)N1CCN(c2ccccc2OC)CC1)c1ccccc1 (stereo not given)	-23	103	4	101	1.5	2	11	10	-38	0	102
CCOC(=O)C1CCCN(S(=O)(=O)c2cccc3cccnc23)C1 (stereo not given)	/	102	15	97	1.3	3	-14	22	-26	-3	105
Fc1ccc(F)c(C2=NNC(=NCC3CCCO3)SC2)c1 (stereo not given)	/	100	12	?	0.1	2	30	11	18	-2	95
O=C(COc1ccc(S(=O)(=O)N2CCCC2)cc1)Nc1ccc2c(c1)OCCO2	-16	94	6	82	0.4	2	11	19	-16	-4	89
Cc1cc(N2CCN(c3ccccc3)CC2)nc(N2CCOCC2)n1	-32	98	7	?	/	/	14	/	-98	/	100
O=C1C2ON(c3ccccc3)C(c3ccccc3F)C2C(=O)N1c1ccccc1 (stereo not given)	-4	98	12	102	0.3	2	3	45	-27	-1	99
COc1ccc(Cn2c(CCC(=O)Nc3ccc(C)c(C)c3)nc3cccnc32)cc1	/	100	38	97	1.7	3	-8	20	31	-3	100
S=C(Nc1ccc(OCc2ccccc2)cc1)Nc1cccc(Cl)c1Cl	/	103	13	106	-0.3	-1	4	20	-42	-9	102
[O-]/[N+](=C/c1cccnc1)c1ccc(Br)cc1	-14	99	28	99	0.1	-4	-11	23	0	0	101
CCN(Cc1ccccc1)c1ccc(/C=N/NS(=O)(=O)c2ccc(C)c([N+](=O)[O-])c2)cc1	/	102	8	100	0.4	-3	11	19	-54	-15	100
c1ccc(CSCCc2ccncc2)cc1	/	102	15	104	0.6	2	-4	14	-20	-6	102
COc1ccc(/C(CC2(O)C(=O)Nc3ccccc32)=N\O)cc1 (stereo not given)	/	105	16	104	-0.3	-2	20	24	-9	-2	103
CCOC(=O)N1CCN(C(=O)c2cc(C)no2)CC1	/	103	8	103	0.2	1	15	23	-8	0	103
O=C(O)CC(NC(=O)c1ccc2c(c1)OCO2)c1cccc([N+](=O)[O-])c1 (stereo not given)	-4	100	27	100	0.2	0	20	11	11	-2	102
CC(C)c1ccc(NC(=O)COC(=O)CCC(=O)c2cccs2)cc1	8	102	15	103	-9.5	-1	8	13	1	-4	102
COc1ccc(N2CC(O)=C(c3nc(-c4ccc(F)cc4)cs3)C2=N)cc1	15	104	5	100	2.3	9	9	20	1	-1	103
Cc1nc2cc(-c3ccc(Cl)cc3)nn2c(C)c1CCC(=O)NC(C)c1ccc2c(c1)OCCO2 (stereo not given)	/	100	6	102	2.6	19	11	12	10	-3	102
Cc1cc(NC(=O)C2CC(c3cccc(Br)c3)=NO2)no1 (stereo not given)	22	100	15	102	2.4	21	-7	34	0	-4	103
c1ccc(C2=NCCCN2)cc1	-18	98	9	98	-0.2	-1	-34	49	-8	0	103
CCOc1ccc(C(=O)NCCN2CCCC2)cc1	-18	103	13	101	-0.1	0	-11	10	-28	15	100
CCOCCCNC(=O)c1ccc2c(=O)n(Cc3ccc(OC)cc3)c(=O)[nH]c2c1	15	103	12	102	0.3	1	15	14	-23	-1	104
CCN(NC(=O)C(O)(c1ccccc1)c1ccccc1)C(=O)c1ccccc1	-7	99	13	102	0.5	2	10	11	-9	-7	103
Cc1c(-c2ccccc2)cn2c1-c1ccc(C)n1CC2	/	97	8	99	0.8	15	20	32	4	11	96
CC(=O)/C(C=Nc1noc(C)c1Br)=C(\C)O	-24	108	8	?	/	/	1	/	6	/	107
O=C(CCC1CCCC1)c1c(O)c2ccccc2oc1=O	/	101	5	99	-3.2	-3	29	19	2	2	100
COc1cccc2c(=O)n(CC(=O)N3CCCCCC3)ccc12	/	101	11	101	-2.2	-2	22	20	-5	0	102
COCC1CCN(C(=O)c2cc(COc3ccc4ncccc4c3)on2)CC1	14	103	2	97	1.2	10	11	13	-17	-2	103
COc1cc(C(=S)N2CCCC2)cc(OC)c1O	/	101	5	107	0.1	1	4	39	-69	0	98
COC(=O)c1ccc(CN2CCN(Cc3ccc(C(=O)OC)o3)CC2)o1	/	99	10	100	0.7	15	9	31	4	0	101
Cc1ccc(N(C(C)C(=O)Nc2cccc(N(C)S(C)(=O)=O)c2)S(C)(=O)=O)cc1 (stereo not given)	/	99	2	99	0.3	1	18	8	-2	-2	101
O=C(CN1CCN(Cc2cccc(Cl)c2)C1=O)NCc1ccccn1	/	102	8	103	0.3	4	20	20	-8	1	101
CN(C)c1ccc(N=Nc2cccc3ccoc23)cc1	/	95	7	?	/	/	25	/	-121	/	98
O=C(CCC1CCCC1)N1CCN(C(=O)COc2ccccc2)CC1	9	103	8	100	0.4	2	-14	13	-31	1	101
CN(C)C(/C=C/Nc1ccccc1F)=C(C#N)C#N	/	92	38	91	0.3	3	6	13	-13	0	92
CN(CCC1CCOCC1)C(=O)CC1C(=O)NCCN1Cc1ccoc1 (stereo not given)	-37	98	7	99	0.3	1	10	14	-37	-2	99

Entries from the list above that contain a nitro group on carbon (2):
SMILES	Pf gametocyte	RGS4-Gao reg	Avidin bead fluor	RGS7-Gao	ABCB1 block	ABCG2 block	Mcl1 Noxa PPI	GSH fluor	Mcl1 Bid PPI	Mcl-1 Bim block	RGS8-Gao
CCN(Cc1ccccc1)c1ccc(/C=N/NS(=O)(=O)c2ccc(C)c([N+](=O)[O-])c2)cc1	/	102	8	100	0.4	-3	11	19	-54	-15	100
O=C(O)CC(NC(=O)c1ccc2c(c1)OCO2)c1cccc([N+](=O)[O-])c1 (stereo not given)	-4	100	27	100	0.2	0	20	11	11	-2	102

(continued)
SMILES	Pf gametocyte	RGS4-Gao reg	Avidin bead fluor	RGS7-Gao	ABCB1 block	ABCG2 block	Mcl1 Noxa PPI	GSH fluor	Mcl1 Bid PPI	Mcl-1 Bim block	RGS8-Gao
CC1CCCCN1C(=O)Cn1c(=O)n(CCC(=O)NCc2ccco2)c(=O)c2sccc21 (stereo not given)	/	104	9	101	-0.4	-5	-15	29	-6	-8	103
COc1cc(OC)c(NC(=O)C(=O)CC(=O)c2ccc(C)cc2C)cc1Cl	0	100	6	93	-2.4	-10	21	21	6	1	100
COc1ccc(-n2nc(C(=O)Nc3nc4ccc(OC)cc4s3)c3ccccc3c2=O)c(OC)c1	/	96	7	98	0.4	0	5	20	-6	-8	101
CC(=O)Nc1ccc(NC2(C)C(=O)c3ccccc3C2=O)cc1	-12	99	21	103	0.3	1	-3	10	-41	-1	102
O=C(CSc1ccccc1)Nc1nnc(/C=C/c2ccccc2)s1	/	99	17	98	-0.2	0	9	14	-16	-2	100
c1ccc(CCNc2nc(-c3ccncc3)nc3ccccc23)cc1	5	100	4	?	/	/	-2	/	1	/	98
CCOC(=O)N1CCN(C(=O)c2cn(CC)c3ccc(S(=O)(=O)N4CCC(C)CC4)cc3c2=O)CC1	/	101	23	98	-0.2	1	4	8	3	0	103
CC1CCc2c(nc3ncnn3c2N2CCN(c3ccccc3)CC2)C1 (stereo not given)	/	102	37	99	3.0	43	12	25	-25	-8	100
O=C(CSc1nc(-c2ccco2)cc(C(F)(F)F)n1)NCc1cccs1	/	100	16	101	0.5	47	28	35	3	-2	102
CN(C)c1ccnc(Oc2ccc(Cl)cc2)c1C#N	18	98	33	97	0.5	3	-12	20	-4	-7	101
Cc1ccc(/C=C/c2nc3ccccc3c(=O)n2CCc2ccccc2)cc1	4	100	16	102	0.5	3	-7	15	-25	0	103
Cc1cc(C)c(Nc2ncnc(N)n2)c(C)c1	-5	101	5	?	/	/	-10	/	-17	/	99
CN1CCN(S(=O)(=O)c2cnccc2N2CCN(c3cccc(Cl)c3)CC2)CC1	-23	87	4	85	2.8	4	-2	13	-48	3	91
CC(NC(=O)c1ccc(N2CCCC2=O)cc1)c1ccccc1 (stereo not given)	/	97	35	102	1.0	4	2	22	-4	-2	99
CC1(C)CC(=O)C2=C(C1)OC1=C(C(=O)CC(C)(C)C1)C2c1ccccc1	/	104	4	100	2.1	4	2	47	4	-1	95
O=C(CSCc1ccc(Cl)cc1)N/N=C/c1ccc(OCC(=O)Nc2ccccc2)cc1	/	100	32	98	-0.3	-1	6	17	58*	3	103
COc1ccc2cc(CN(CCc3ccccc3)Cc3nnnn3Cc3ccco3)c(=O)[nH]c2c1	/	95	15	98	0.6	2	-9	47	-22	1	95
COc1ccc(/C=N/NC(=O)Cn2cnc3ccccc3c2=O)cc1OC	/	104	1	104	0.2	0	3	5	2	-4	105
CCOC(=O)c1c(/N=C/c2cc(OC)cc([N+](=O)[O-])c2O)sc(C)c1C	/	98	7	98	2.0	42	39	18	-81	-10	97
CCOC(=O)N/N=C\c1cccc(OC)c1	-9	103	12	99	0.3	2	-19	13	-20	-6	101
Cc1ccc(S(=O)(=O)Nc2ccccc2/C=N/c2nc3ccccc3n2C)cc1	/	100	5	/	0.2	2	5	9	-1	-6	102
CC(=O)Nc1ccc(S(=O)(=O)N2CCC(C(=O)O)CC2)cc1	/	99	19	101	0.0	0	6	12	-7	1	99
CC(C)NC(=O)CCCc1ccccc1	-21	97	24	98	1.4	39	-3	22	-11	-4	101
COc1ccc(CCNC(=O)C(C)SCc2ccccc2)cc1 (stereo not given)	-10	99	13	110	-0.2	3	2	10	-19	-1	102
O=C(/C=C/c1ccc(Br)cc1)NC(=S)N1CCOCC1	-6	103	10	102	0.4	6	13	55	-22	-2	102
CC1CCN(c2ccc(N3C(=O)C4CCCCC4C3=O)cc2[N+](=O)[O-])CC1 (stereo not given)	/	103	3	98	4.0	25	-3	6	-8	-5	104
Cc1cccc(-n2c3nc(=O)[nH]c(=O)c-3cc3c(C)nn(-c4ccccc4)c32)c1	/	99	1	101	8.9	20	-5	10	4	-1	92
O=S(=O)(NC1CCCCC1)c1ccc(Cl)nc1	/	94	1	95	0.8	4	12	5	-11	-2	96
Cc1ccc(NC(=S)NNC(=O)c2nnn(-c3ccccc3)c2C)cc1	5	99	3	98	0.3	0	-42	9	-109	-4	100
Cc1ccc2[nH]c(=O)c(CN(CC3COCCO3)C(=O)Nc3ccccc3C)cc2c1 (stereo not given)	-18	100	12	102	1.0	6	0	13	-3	-4	103
Cc1[nH]n(-c2ccccc2)c(=O)c1/C=N/c1nn[nH]n1	-9	75	5	70	0.1	0	20	12	20	0	66
COc1ccc(-c2nnc(SC(C)C(=O)Nc3nccs3)n2Cc2ccccc2)cc1OC (stereo not given)	13	113	16	109	5.9	12	13	4	-17	-1	104
CCN(CC)CCN1C(=O)C(=O)/C(=C(/O)c2c(C)[nH]c(C(=O)OC)c2C)C1c1ccco1 (stereo not given)	-10	98	28	113	0.5	6	22	10	-28	0	99
O=C(/C=C/c1ccccc1F)c1ccoc1	/	104	14	101	0.5	2	-73	24	-11	-3	100

Bioassay records (PubChem)
